# Source: PubChem BioAssay (several laboratories)
# UHRF1 MBD2 ctr – UHRF1 methylated DNA binding inhibitors, primary screen, counter-screen for MBD2 inhibitor project, biochemical, TR-FRET, human UHRF1, single concentration; 370,000 tested, 0.75% active; AID 687016, 2013; E3 ubiquitin-protein ligase UHRF1 (Homo sapiens), Q96T88; UHRF1 binding to methylated oligo; inhibition, % at 4.4 µM; in the data active = inhibition above about 21%;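 also: UHRF1 SRA domain binding a hemimethylated CpG hairpin DNA probe; 0% = median of test compound wells and 100% = reference inhibitor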
# Target sequence (Q96T88 whole entry, looked up, the tested form may be a part): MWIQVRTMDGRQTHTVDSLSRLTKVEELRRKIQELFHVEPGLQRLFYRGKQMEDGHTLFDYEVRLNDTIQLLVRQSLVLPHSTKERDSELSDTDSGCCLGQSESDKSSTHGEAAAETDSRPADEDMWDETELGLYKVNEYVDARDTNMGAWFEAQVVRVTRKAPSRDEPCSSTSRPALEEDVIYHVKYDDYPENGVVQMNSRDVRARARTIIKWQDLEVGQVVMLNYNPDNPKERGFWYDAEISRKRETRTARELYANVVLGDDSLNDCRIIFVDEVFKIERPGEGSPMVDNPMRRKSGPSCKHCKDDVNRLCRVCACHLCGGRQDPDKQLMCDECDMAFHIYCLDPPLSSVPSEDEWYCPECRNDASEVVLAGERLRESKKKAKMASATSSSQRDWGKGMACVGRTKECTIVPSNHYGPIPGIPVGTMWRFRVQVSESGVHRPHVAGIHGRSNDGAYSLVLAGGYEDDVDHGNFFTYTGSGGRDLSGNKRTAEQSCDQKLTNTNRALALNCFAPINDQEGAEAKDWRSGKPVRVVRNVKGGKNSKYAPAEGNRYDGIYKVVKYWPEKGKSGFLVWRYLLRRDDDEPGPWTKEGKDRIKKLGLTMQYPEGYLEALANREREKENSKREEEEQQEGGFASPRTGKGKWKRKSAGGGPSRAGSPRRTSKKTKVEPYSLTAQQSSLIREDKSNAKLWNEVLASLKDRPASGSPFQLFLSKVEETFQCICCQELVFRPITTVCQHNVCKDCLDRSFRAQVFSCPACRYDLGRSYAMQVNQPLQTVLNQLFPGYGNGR
# MBD2 inh – inhibitors of MBD2 binding to methylated DNA, primary screen, biochemical, TR-FRET, DNA-binding domain, human; inhibition, % at 4.4 µM; MBD2 binding to methylated oligonucleotide; 370,000 tested, 0.31% active; in the data active = inhibition above about 13%
# rCAG binder – binders of r(CAG) RNA repeats, primary screen, biochemical, fluorescence | AID 651821, 2012 | r(CAG) RNA repeat, TO-PRO-1 dye displacement fluorescence | 370,000 tested, 1.3% active | inhibition, % at 3 µM;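 active = inhibition above the plate cutoff, the mean of all test compounds on that plate plus 3 SD, cut at about 35% in these data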;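 also: 0% = DMSO alone and 100% = 100 µM mitoxantrone as full dye displacement; higher means more dye released from RNA so lower well fluorescence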
# LEDGF integ inh – blockers of LEDGF/p75-dependent integrase strand transfer – biochemical, TR-FRET, high throughput, primary screen | HIV-1 integrase (with human LEDGF/p75) | TR-FRET IN-LEDGF/p75 DNA integration, Eu/Cy5 | inhibition, % at 3.7 µM | 370,000 tested, 0.64% active | AID 743269, 2014;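 active = inhibition above the screen-wide mean plus 3 SD, cut at about 13% in these data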;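 also: signal is the Cy5 over europium emission ratio at 671 and 618 nm; 0% = plate median of compound wells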
# PRMT1 inh – PRMT1 methyltransferase inhibitors, primary screen, biochemical, fluorescence polarization; recombinant PRMT1, activity-based probe fluorescence polarization; inhibition, % at 2.79 µM; 370,000 tested, 1.3% active;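 active = inhibition above about 21% made by adding two undisclosed values, limit read from the data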
# Rev-erbA mod – modulators of Rev-erb alpha DNA binding, primary screen, biochemical, FITC-DNA, fluorescence polarization, uHTS; activity, % at 10 µM; Rev-erbα–FITC-DNA binding, 90 min; AID 1259318, 2017; 370,000 tested, 0.79% active;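 active = activity above about 14%, limit read from the data; passing the limit was not always enough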;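 also: 0% = DMSO wells with 35 nM protein and 100% = DMSO wells with 750 nM protein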
# TCR CD3 inh – inhibitors of human TCR-CD3 interaction, primary screen, biochemical, fluorescence, TAMRA-labeled TCR probe. T-cell receptor (TCR). inhibition, % at 9.4 µM. 360,000 tested, 0.37% active. AID 651800, 2012; in the data active = inhibition above about 19%;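 also: recombinant mutant TCR 2C K166C tagged with TAMRA read by polarization; 0% = receptor in buffer alone and 100% = receptor with positive control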
# HTRA1 inhibitor – HTRA1 serine protease inhibitors, primary screen, biochemical, fluorescence polarization, HTS. inhibition, % at 5.96 µM. 340,000 tested, 0.5% active. recombinant HTRA1, FP-rhodamine activity-based probe. AID 504803, 2011; in the data active = inhibition above about 36%;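 also: 0% = enzyme with DMSO and 100% = wells lacking enzyme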
# PG9 Ab binder – binders of HIV-1 gp120 antibody PG9, primary screen, biochemical, TR-FRET; inhibition, % at 6.7 µM; 360,000 tested, 0.43% active; TR-FRET gp120-PG9 antibody binding; AID 624416, 2012; HIV-1 gp120 / PG9 antibody interaction; in the data active = inhibition above about 8.5%
# ABHD4 inh – ABHD4 inhibitors, primary screen, biochemical, fluorescence polarization, mouse. inhibition, % at 8.92 µM. 370,000 tested, 0.54% active. purified mABHD4, FP-Rh probe fluorescence polarization;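 active = inhibition exceeding the mean over every tested compound plus 3 SD, cut at about 30% in these data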;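 also: 0% = plate median of compound wells and 100% = S159A mutant with DMSO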
#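 Assay system: mABHD4 protein; medium: HEPES pH 7.0, NaCl, Pluronic buffer; dosing: 8.92 µM, single dose; schedule: 45 min + 60 min at 25 °C; signal: FP readout, ex 525 nm / em 598 nm; read-out: normalized percent inhibition of probe labeling; repeats: single replicate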
# * marks the source's active call; other numbers are inactive results; . = no result given. Only part of the results is shown; count on the stated rates, not on these rows.
# Preview:
SMILES,UHRF1 MBD2 ctr,MBD2 inh,rCAG binder,LEDGF integ inh,PRMT1 inh,Rev-erbA mod,TCR CD3 inh,HTRA1 inhibitor,PG9 Ab binder,ABHD4 inh
CCCCNC(=O)c1[nH]c(=O)cnc1-c1ccccc1,3,0,4,3,-6,-2,2,.,-0.1,-1
O=C(C[n+]1cc(-c2ccc(Br)cc2)n2c1CCCCC2)c1ccccc1,1,5,6,-1,1,5,-13,-3,-0.5,0
CCOC(=O)C1=C(C)NC(C)=C(C(=O)OCC)C1C(=O)OCC(=O)NCCc1ccc(S(N)(=O)=O)cc1,-1,2,-4,6,-3,-3,2,-5,-0.7,-1

# This part in full, from the first entry:
SMILES,UHRF1 MBD2 ctr,MBD2 inh,rCAG binder,LEDGF integ inh,PRMT1 inh,Rev-erbA mod,TCR CD3 inh,HTRA1 inhibitor,PG9 Ab binder,ABHD4 inh
CCCCNC(=O)c1[nH]c(=O)cnc1-c1ccccc1,3,0,4,3,-6,-2,2,.,-0.1,-1
O=C(C[n+]1cc(-c2ccc(Br)cc2)n2c1CCCCC2)c1ccccc1,1,5,6,-1,1,5,-13,-3,-0.5,0
CCOC(=O)C1=C(C)NC(C)=C(C(=O)OCC)C1C(=O)OCC(=O)NCCc1ccc(S(N)(=O)=O)cc1,-1,2,-4,6,-3,-3,2,-5,-0.7,-1
O=C(NCc1cccc(Cl)c1)c1ccc(S(=O)(=O)Nc2cccc(C(F)(F)F)c2)cc1,-3,-1,42*,1,1,9,2,-67,-2.9,-77
COc1ccc(C(C)=O)cc1Cn1nc(C)c([N+](=O)[O-])c1C,-1,-1,-3,3,-4,0,0,3,-0.8,-5
Cc1nn(C)cc1CNC(=O)COc1ccc(Cl)cc1Cl,2,-6,-3,0,1,2,-2,1,1.5,3
O=C(COc1ccc(S(=O)(=O)NC2CCCCC2)cc1Cl)Nc1ccc2c(c1)OCO2,-2,1,7,-1,-6,3,-1,-44,0.3,-19
COc1ccc(-n2c(SCC(=O)Nc3cc(C)c(NC(=O)c4ccccc4)cc3OC)nnc2-c2ccco2)cc1,2,-2,12,3,4,4,.,.,.,-10
O=C(COc1ccccc1)NCCSCc1ccco1,4,-2,6,3,14,2,-3,-1,0.5,7
CCC(C)C(NC(C)=O)C(=O)NC(=O)NC(c1ccccc1)c1ccccc1 (stereo unspecified),-1,-6,-7,0,1,-2,0,-17,1.8,-1
CCCCCc1cc(=O)c2ccccc2o1,-2,1,-3,0,0,-4,4,-1,-0.3,2
COc1ccccc1NC(=O)Nc1nc(C(N)C(C)C)cs1 (stereo unspecified),0,-7,18,0,-2,-6,-4,.,-2.2,4
O=C(CC1(O)C(=O)Nc2cc(Cl)cc(Cl)c21)c1ccccc1O (stereo unspecified),-1,0,-2,1,-3,2,2,-6,-0.2,-1
Cc1ccnc(NC(=O)c2cccc(S(=O)(=O)N3CCN(c4ccc(F)cc4)CC3)c2)c1,-3,-4,6,0,-1,4,-1,-41,0.7,-12
CC(C)n1nnc2ccccc2c1=O,1,-5,0,0,-1,0,9,3,1.7,-9
COc1ccc(-c2sc3ccccc3c2-c2ccc(OCCN(C)C)cc2)cc1,-4,-4,3,3,-4,1,7,-7,-1.3,22
FC(F)(F)c1cc(Cl)c2nc(-c3ccc(Cl)cc3)c(Cc3ccsc3)n2c1,2,0,51*,-2,5,-1,-2,.,-0.8,-66
CN(C)/C=C1\SC(=S)N(c2ccc(Br)cc2)C1=O,-1,-5,6,-2,15,-2,30*,-30,-0.1,-73
COCC(=O)N1CCCC(N(C)CCc2ccc(OC)c(OC)c2)C1 (stereo unspecified),6,8,-8,-7,6,-1,-5,3,0.1,-10
O=C(c1ccco1)[C@@H]1[C@@H]2C(=O)N(c3ccc(F)cc3)C(=O)[C@@H]2C2c3ccccc3C=CN21 (stereo partly specified),-10,-5,17,11,16,-19,-1,.,-1.9,5
CCCOc1ccc(-c2cnc(SCC(N)=O)nc2N)cc1,0,4,-3,3,-1,-3,-1,-4,-0.4,-1
O=C1CCc2cc(S(=O)(=O)N3CCC(C(=O)NCCC4=CCCCC4)CC3)ccc2N1,6,1,4,-4,3,1,3,1,0.6,-2
Cc1ccccc1Oc1ncccc1C(=O)/C(C#N)=C/N(C)C,-3,1,1,0,1,-5,7,-6,-2.5,3
COc1cc(Nc2ccc(C)cc2)c([N+](=O)[O-])nc1[N+](=O)[O-],-5,-1,3,1,4,5,-7,6,-2.2,-1
CC1CN(S(=O)(=O)c2csc(C(=O)Nc3ccccc3)c2)CC(C)O1 (stereo unspecified),-1,0,-1,2,2,-1,6,-6,-2.1,-3
Cc1ccc(-c2c(C(=O)N/N=C/c3cccnc3)nnn2-c2nonc2N)cc1,0,0,0,1,1,-4,-2,-6,-2.0,-2
COc1ccccc1CNC(=O)CNC(=O)c1ccc(Br)o1,-2,-6,-3,0,-5,1,5,4,-0.4,-4
Cc1ccc(-n2c(SCC(=O)Nc3ccc(S(=O)(=O)Nc4cc(C)nc(C)n4)cc3)nnc2-c2cccs2)cc1,1,-6,43*,2,5,-5,.,.,.,-4
COc1ccc(Cl)cc1NC(=S)NCCC(c1ccccc1)c1ccccc1,1,2,9,-7,2,11,6,-45,-1.5,-76
Cn1c(=O)cc(SCC(=O)NCCC2=CCCCC2)c2cc(Cl)ccc21,-2,1,1,0,-1,-1,-1,-5,-0.7,1
O=c1[nH][nH]c2cc(=O)n(-c3cccc(C(F)(F)F)c3)nc12,-3,-1,59*,4,8,1,9,59*,-4.6,62*
Cc1ccc(N(CC(=O)NCc2ccco2)C(=O)CCC(=O)Nc2nccs2)cc1C,3,-2,4,3,-4,-2,4,6,0.3,-5
Cc1ccc(-n2ncc3c2CC(C)(C)CC3NC(=O)CCn2cncn2)cc1 (stereo unspecified),-2,0,-6,2,2,-2,4,2,-2.4,0
CC(C)n1nnnc1C1c2ccccc2OCC(=O)N1Cc1cccc(C(F)(F)F)c1 (stereo unspecified),1,4,-1,-3,2,-7,.,.,.,1
O=C(NC1CCCCC1)C1CCC(CNS(=O)(=O)c2ccccc2)CC1 (stereo unspecified),6,-2,-1,-6,3,1,-3,2,0.9,4
Cn1nc(-c2ccccc2)c(-c2nc(-c3cccc(Cl)c3)no2)c1Cl,-1,2,0,-2,0,0,9,3,-0.8,0
COc1ccc(NC(=O)c2ccccc2NC(=O)C2CC=CCC2C(=O)O)cc1 (stereo unspecified),1,-4,-1,-2,3,-5,-5,11,1.1,-2
COc1ccc(/C(=N\Nc2ccccc2C(=O)O)c2ccccc2)cc1,0,3,50*,0,8,-1,13,0,-2.0,24
O=C(CCn1c(=O)oc2ccccc21)N(Cc1ccccc1)c1ccccc1,0,1,-1,-3,-2,1,0,-12,-0.2,-3
CC(=O)Nc1ccc(N=Cc2nc(-c3ccc(C)cc3)oc2O)cc1,1,1,0,-3,-1,-27,2,2,-5.6,2
CCOc1ccccc1-n1c(SCC(N)=O)nnc1-c1cccnc1,0,-5,-2,1,0,6,-3,4,0.4,-4
CC(C)(C)NC(=O)C(=O)N/N=C/c1ccc(Br)cc1,-1,-2,-3,0,-1,0,2,-3,-1.2,-3
CCCCNC(=O)c1onc(CSc2ccc(F)c(F)c2)c1C(=O)O,1,-5,14,3,3,-4,1,-9,1.9,-4
CCOc1ccc(S(=O)(=O)N2CCC(C(=O)OCc3ccc(OC)cc3)CC2)cc1,2,-1,0,-5,1,4,-2,-28,0.2,-6
O=C1CCC(C(=O)N2CCOCC2)CN1Cc1cccc(C(F)(F)F)c1 (stereo unspecified),2,-6,-1,3,-4,-6,-1,5,3.1,-5
COc1ccc(Br)c(C(=O)Nc2nc3ccccc3[nH]2)c1,2,36*,-4,7,-5,5,-4,2,7.7,3
CCOC(=O)c1sc(NC(=O)c2ccc(S(=O)(=O)N(C)C)cc2)nc1C,2,0,1,0,0,36*,-4,-1,-2.4,0
COc1ccc([N+](=O)[O-])cc1N(CC(O)CN1CCCC1)S(=O)(=O)c1ccc(C)cc1 (stereo unspecified),-2,-1,4,2,0,-2,1,-6,0.2,5
Cc1c(C(=O)c2cccc([N+](=O)[O-])c2)c2ccccn2c1CCC#N,-1,-3,2,1,-1,0,10,4,1.5,-8
Cc1ccc(C(NC(=O)C2CCN(Cc3ccc(Cl)c(Cl)c3)CC2)c2ccccn2)cc1 (stereo unspecified),0,1,3,-4,1,-4,0,.,0.5,-3
# Continued:
SMILES,UHRF1 MBD2 ctr,MBD2 inh,rCAG binder,LEDGF integ inh,PRMT1 inh,Rev-erbA mod,TCR CD3 inh,HTRA1 inhibitor,PG9 Ab binder,ABHD4 inh
C=CCC(C)(NCc1ccccc1)c1ccccc1 (stereo unspecified),2,-1,-3,3,0,-1,2,-9,0.9,2
O=C(Nc1ccc(Oc2ccccc2)cc1)c1ccc2nc([C@@H]3O[C@H](CO)[C@H](O)[C@H](O)[C@H]3O)[nH]c2c1,0,2,4,-2,0,9,-4,.,-1.1,-16
O=C(Nc1ccc(-c2noc(-c3cccs3)n2)cc1)c1cccnc1,-4,1,14,-3,-4,0,9,-66,-2.6,-29
Cc1ccccc1NS(=O)(=O)c1ccc(C(=O)NNC(=O)c2ccccc2O)cc1,1,3,7,-11,-1,-4,14,9,-1.1,13
CN(C)c1cccc(-c2cnc(N3CCC(C(N)=O)CC3)s2)c1,-2,-5,.,3,3,5,.,.,.,26
NC(=O)Nc1ccccc1C(=O)NCCc1ccccc1,0,4,-3,6,2,0,-2,5,-1.1,8
O=C1CC(c2ccco2)CC(O)=C1C=NCC1CCNCC1 (stereo unspecified),-5,-1,2,3,0,-5,5,5,-1.7,3
Cc1occc1-c1nnc(SCC(=O)c2c(N)n(C3CC3)c(=O)[nH]c2=O)n1C,1,3,2,-6,3,3,2,5,-1.1,0
CN(C)CCn1nnc2c(=O)oc3ccccc3c21,0,0,-1,1,-2,2,9,2,-2.2,3
N#Cc1c(-c2cccc(F)c2)cc(-c2ccccc2)nc1Br,-9,-11,0,2,-2,58*,4,-2,9.1*,0
CCCCNC(=O)OC1CCS(=O)(=O)C1 (stereo unspecified),-1,-8,2,2,0,2,2,2,-1.1,5
COc1ccc(N2CC(NC(=O)NCC(C)C)CC2=O)cc1 (stereo unspecified),0,-4,1,-1,0,6,0,8,0.3,-1
CCc1cccc(OCCOC(=O)CNS(=O)(=O)c2ccc(NC(C)=O)cc2)c1,6,4,-3,-4,9,2,-4,-4,-0.6,-14
COCc1cc(C)nc(SC)c1C#N,3,4,-4,-3,2,0,2,.,1.4,-2
CCN1CCCC1CNS(=O)(=O)c1ccc(C(=O)Nc2ccccc2)cc1 (stereo unspecified),-1,-2,-3,-1,2,2,0,-7,-1.2,-4
O=C(O)CSc1nnc(COc2cccc3ccccc23)n1Cc1ccccc1,1,-9,38*,3,-1,4,6,-10,-2.4,-3
CC(C)(CO)NC(=O)CCCOc1ccc(Cl)cc1Cl,1,2,-6,-5,3,-1,4,0,3.0,0
